# Compound activity as filed in PubChem.
# M5 ag = agonists of human muscarinic M5 receptor (CHRM5) | CHO-K1 hM5 cells, Fluo-8 calcium fluorescence; 0% DMSO wells, 100% maximal acetylcholine response | activation, % at 3 µM | 360,000 tested, 0.19% active | AID 624037;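 active = activation above the run's mean over test compounds plus 3 SD, cut at about 23% in these data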;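 also: signal is peak over basal fluorescence ratio across the kinetic read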
# Target sequence (P08912 whole entry, looked up): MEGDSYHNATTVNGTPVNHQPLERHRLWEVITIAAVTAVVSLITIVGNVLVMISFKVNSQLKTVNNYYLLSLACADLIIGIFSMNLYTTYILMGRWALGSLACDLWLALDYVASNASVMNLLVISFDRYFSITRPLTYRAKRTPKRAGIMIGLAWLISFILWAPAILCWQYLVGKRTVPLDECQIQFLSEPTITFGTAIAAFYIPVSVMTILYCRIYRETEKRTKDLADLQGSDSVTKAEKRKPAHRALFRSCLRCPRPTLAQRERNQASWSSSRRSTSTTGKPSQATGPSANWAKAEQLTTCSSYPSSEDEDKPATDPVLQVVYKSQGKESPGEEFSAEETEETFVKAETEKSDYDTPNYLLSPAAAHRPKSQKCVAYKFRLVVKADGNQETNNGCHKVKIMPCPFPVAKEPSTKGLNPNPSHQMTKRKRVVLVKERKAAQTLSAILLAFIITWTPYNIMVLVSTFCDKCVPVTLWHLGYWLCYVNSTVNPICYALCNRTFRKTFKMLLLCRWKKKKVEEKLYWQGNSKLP
# M5 PAM = positive allosteric modulators of human muscarinic M5 receptor; P08912; CHO-K1 hM5, Fluo-8 calcium, ACh EC20 PAM; 0% = ACh EC20, 100% = ACh EC100; activation, % at 3 µM; 360,000 tested, 0.3% active;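 active = activation above the run cutoff, the mean activation of all test compounds plus 3 SD, cut at about 18% in these data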
#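 System – CHO-K1 hM5 cells · Compound – 3 µM, single dose · Incubation – compound preincubation 140 s before EC20 acetylcholine addition · Technique – Fluo-8 calcium fluorescence · Measure – Max/basal fluorescence ratio as % of EC20–EC100 ACh window · Benchmarks – low control EC20 acetylcholine (0%), high control EC100 acetylcholine (100%) · Replication – singlicate, one well per test compound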
# M1 ag parental = nonselective activator or artifact in parental CHO-K1 cells | activation, % at 3 µM | AID 602248 | Fluo-8 calcium fluorescence; scaled to maximal ATP response, vehicle zero | 360,000 tested, 0.48% active; in the data active = activation above about 15%;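 also: untransfected CHO-K1 host cells lacking M1 receptor as counterscreen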
# CHO-K1 Ca antag = M1 antagonist counterscreen hit in parental CHO-K1 cells; 360,000 tested, 0.6% active; AID 602250; ATP-induced calcium, Fluo-8 fluorescence; inhibition, % at 3 µM;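 active = inhibition above a per-plate cutoff, the plate's mean sample inhibition plus 3 SD, cut at about 24% in these data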;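 also: 0% = DMSO plus EC80 ATP and 100% = DMSO alone without ATP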
# CHRM5 antagonist = antagonists of human muscarinic M5 receptor (CHRM5). CHO-hM5 cells, Fluo-8 calcium fluorescence, ACh EC80. inhibition, % at 3 µM. 360,000 tested, 0.59% active. AID 624040. P08912;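 active = inhibition above a per-plate cutoff, the mean of that plate's test compounds plus 3 SD, cut at about 27% in these data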;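 also: 0% = acetylcholine EC80 with DMSO and 100% = DMSO without agonist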
# M4 PAM = CHRM4 positive allosteric modulation | P08173 | CHO-K1 hM4/Gqi5, Fluo-8 calcium fluorescence, ACh EC20; 0% = ACh EC20, 100% = maximal ACh | activation, % at 3 µM | 360,000 tested, 0.4% active | AID 624126;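 active = activation above its plate's cutoff, the mean activation of sample wells plus 3 SD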; also: some results filed as inactive read as strong as hits
# Target sequence (P08173 whole entry, looked up): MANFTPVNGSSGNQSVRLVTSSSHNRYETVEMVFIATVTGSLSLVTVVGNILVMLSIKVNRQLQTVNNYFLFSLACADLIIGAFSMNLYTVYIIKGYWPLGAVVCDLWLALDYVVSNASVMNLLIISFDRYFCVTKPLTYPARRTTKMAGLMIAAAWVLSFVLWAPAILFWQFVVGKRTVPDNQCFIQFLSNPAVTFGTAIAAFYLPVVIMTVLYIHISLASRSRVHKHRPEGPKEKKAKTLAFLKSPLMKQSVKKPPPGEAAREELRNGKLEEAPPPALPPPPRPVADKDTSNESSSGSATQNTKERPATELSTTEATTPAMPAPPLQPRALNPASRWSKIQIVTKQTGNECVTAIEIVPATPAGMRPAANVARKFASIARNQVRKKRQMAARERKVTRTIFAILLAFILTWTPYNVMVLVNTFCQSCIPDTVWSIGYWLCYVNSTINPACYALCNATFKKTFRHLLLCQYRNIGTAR
# M1 PAM parental = nonselective activator or artifact in parental CHO-K1 calcium assay; ATP EC20, Fluo-8 calcium fluorescence; 0% at ATP EC20, 100% at ATP max; activation, % at 3 µM; 360,000 tested, 0.02% active; AID 602247;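 active = activation above the run cutoff, the mean activation of all test compounds plus 3 SD, cut at about 40% in these data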;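 also: peak over basal fluorescence ratio in a 140 s read after ATP addition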
# M4 antag = blocks acetylcholine activation of human M4 receptor. P08173. CHO-hM4 cells, ACh EC80, Fluo-8 calcium fluorescence. inhibition, % at 3 µM. 360,000 tested, 0.73% active. AID 624125;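 active = inhibition above its plate's cutoff, the mean inhibition of sample wells plus 3 SD, cut at about 27% in these data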;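 also: 0% = acetylcholine EC80 with DMSO and 100% = DMSO without agonist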
# CHRM4 agonist = CHRM4 agonism in calcium assay. CHO-K1 hM4/Gqi5, Fluo-8 calcium fluorescence; vehicle 0%, full acetylcholine response 100%. P08173. activation, % at 3 µM. 360,000 tested, 0.14% active. AID 624127;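 active = activation above the run mean over all test wells plus 3 SD, cut at about 32% in these data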;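 also: peak over basal fluorescence ratio per well then scaled between controls; 0% = DMSO wells and 100% = acetylcholine at EC100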
# An asterisk follows results filed as active.
SMILES,M5 ag,M5 PAM,M1 ag parental,CHO-K1 Ca antag,CHRM5 antagonist,M4 PAM,M1 PAM parental,M4 antag,CHRM4 agonist
Cc1cc(/N=C/C=C2/N(C)c3ccccc3C2(C)C)n(CCC#N)n1,-0.8,6.0,-0.1,8.9,0.2,-0.3,5.3,-5.0,1.1
Cc1cc(OCCCCCNCCO)cc(C)c1Cl,3.7,4.6,6.5,-24.8,2.4,8.5,31.3,-3.4,11.5
CC(=O)Nc1nc(CC(=O)c2ccccc2)cs1,2.0,-13.2,0.0,17.1,16.6,-0.8,-14.5,-3.7,2.5
Cc1ccccc1OCC(=O)NC(=S)Nc1ccc(N2CCOCC2)c(Cl)c1,-0.8,2.1,0.3,-6.9,-1.4,3.5,5.6,-1.2,1.3
Cc1ccc(CNC(=O)c2ccc(-n3cccc3)cc2)cc1,-2.0,1.6,0.2,-13.4,-6.4,3.8,27.8,-5.2,0.1
O=C(CN1C(=O)c2cccnc2Oc2ccc(Cl)cc21)NC1CCCCC1,-0.9,-4.8,-0.7,17.9,-3.9,-1.2,-3.1,-10.8,-0.8
Cc1nn(C(C)C(=O)NCCCN2CCCCC2C)c(=O)c2c1sc1ccccc12 (centres undefined),-7.8,-4.9,-0.2,-23.6,10.7,-6.8,21.8,3.4,-0.8
COC(=O)c1ccsc1NC(=O)CSc1nnnn1Cc1ccccc1,-5.5,-5.4,0.5,15.3,-5.0,-7.2,-8.4,6.9,4.0
CCC(C)Sc1cc(C)c(C#N)c2nc3ccccc3n12 (centres undefined),-4.2,1.9,-0.3,-2.5,1.0,5.6,19.7,-4.4,-0.2
Cc1nnc(NC(=O)c2cccc(F)c2)s1,-3.3,-3.7,-0.4,4.3,-3.3,-1.3,-0.1,-2.2,-0.5
COc1ccc(CCNC(=O)CNC(=O)c2ccccc2Br)cc1OC,-0.1,-4.9,0.0,17.5,10.1,-12.1,-25.7,5.3,-0.4
COC(=O)[C@@H]1C[C@@]2(O)[C@H](O)[C@H](O)[C@H](O)C[C@H]2N1Cc1ccc(C(F)(F)F)cc1,-1.1,-2.8,0.5,0.4,15.8,-1.7,-5.7,9.2,2.3
CCc1ccc(S(=O)(=O)Nc2cccc(-c3ccc4nncn4n3)c2)s1,2.5,-0.2,2.8,0.0,-0.3,-3.0,16.0,-3.3,4.7
Cc1cc(C)c2sc(NNC(=O)C3COc4ccccc4O3)nc2c1 (centres undefined),-0.4,1.8,0.1,-13.8,-2.8,16.1*,22.2,-18.3,-0.2
COc1cc(C2N(c3cc(C)on3)C(=O)C3CCCN32)cc(OC)c1OC (centres undefined),-7.3,0.9,0.4,1.5,-0.1,-0.6,10.7,-3.4,0.7
COc1ccccc1CC1(C)C(=O)Nc2ccc(OC(F)(F)F)cc21 (centres undefined),-0.8,0.7,0.5,-23.3,-2.6,4.4,36.3,-6.7,-1.5
O=C(O)CCC(=O)N1N=C(c2c(-c3ccccc3)c3cc(Cl)ccc3[nH]c2=O)CC1c1ccccc1 (centres undefined),1.8,6.6,0.1,-0.8,-23.3,-1.7,-6.5,2.9,0.4
CSc1ccccc1C(=O)Nc1ccc2c(c1)CCC2,-2.3,-1.9,0.7,-10.8,5.8,0.9,14.8,0.1,1.2
CN(C)S(=O)(=O)c1cccc(NC(=O)COC(=O)c2ccc([N+](=O)[O-])o2)c1,1.5,-1.7,3.6,-6.7,3.6,-6.3,11.9,-0.7,3.6
COc1ccc(C(=O)NCc2nnc(SCC(=O)NC3CCCCC3)o2)cc1,-1.0,0.2,0.1,-20.1,-3.7,5.8,-0.6,3.3,2.1
Cc1cccc(NC(=O)CN(C)CC(=O)NC(c2ccccc2)c2ccccc2)c1C,-2.9,-5.5,0.0,-13.7,15.3,3.7,10.2,-1.8,2.1
CCc1ccc(OCc2ccc(C(=O)OC)o2)cc1,-4.3,-0.8,-0.2,-10.8,7.7,-0.6,5.5,-8.2,-0.7
CCOc1ccc(-c2cc3nc(C4CCN(C(=O)OC(C)(C)C)CC4)c(C(=O)O)cn3n2)cc1,-6.5,-11.3,-0.8,-29.4,9.4,-2.6,-2.1,21.9,0.3
O=C(Nc1ccnn1C1CCN(C/C=C/c2ccccc2)CC1)c1ccccc1Cl,-6.0,5.3,1.6,6.4,-1.6,-6.3,-12.5,-8.0,5.6
CC1(Cc2ccc(F)cc2)C(=O)Nc2ccc(-c3cccnc3)cc21 (centres undefined),1.1,-6.8,2.8,0.0,-2.2,-3.3,-3.3,-5.7,7.5
C=CCOc1cccc(C2C(C(=O)c3cccs3)=C(O)C(=O)N2Cc2cccnc2)c1 (centres undefined),-3.1,3.0,-0.2,-12.4,-4.4,13.3,8.4,-13.8,0.9
Cc1ccc(S(=O)(=O)CC(=O)Nc2ccc(F)c(F)c2F)cc1,3.4,8.0,1.5,-8.5,-6.4,-0.8,11.7,-2.0,0.6
CC(=O)Oc1cc2c(c3ccccc13)CCC2=O,3.7,1.1,-0.3,-3.0,11.3,-1.3,1.3,2.5,-0.3
COc1cccc(-n2nc(-c3ccnn3-c3ccc(F)cc3)c(=O)n(C)c2=O)c1,-6.1,0.6,0.4,-14.0,10.7,5.0,8.5,2.1,0.7
CCCCc1c(C)c(C#N)c2nc3ccccc3n2c1Nc1c(C)n(C)n(-c2ccccc2)c1=O,-5.0,-1.8,1.1,9.2,-2.6,-1.5,2.6,-2.8,1.8
COCCN1C(=O)COc2ccccc2C1C(=O)NCc1ccccc1 (centres undefined),1.6,-3.4,0.9,-17.6,0.9,8.0,8.1,-11.7,1.0
COc1ccc2[nH]c3c(c2c1)CCN1C(=O)N([C@@H](C)C(=O)NCc2ccc(F)cc2)C(=O)[C@]31C,2.8,0.1,1.6,-1.5,2.5,2.2,3.4,-2.6,4.7
CCOc1ccc(/C=C/C(=O)OC(C)C(=O)NC2CCCCC2C)cc1OC (centres undefined),-1.6,2.9,10.3,-1.0,5.9,-0.9,-2.9,0.7,0.1
O=C1CC(N2CCN(C(c3ccccc3)c3ccccc3)CC2)C(=O)N1Cc1ccc(N2CCCC2=O)cc1 (centres undefined),-5.2,-6.6,3.0,-8.7,5.2,-17.0,17.8,1.8,5.0
Cc1nc2cc(-c3ccccc3)[nH]n2c(=O)c1C,3.9,-1.4,0.1,3.8,1.7,-3.5,-5.3,3.8,1.0
COc1ccc(C(CC(=O)NC(C)(C)C)n2cccc2)cc1 (centres undefined),-1.7,-1.5,0.3,-13.9,2.5,9.8,22.6,-17.4,0.5
Cn1c(=O)oc2cc(S(=O)(=O)NCCC(=O)NCc3ccc(F)cc3)ccc21,-2.7,0.6,0.4,-9.5,1.1,-1.9,1.4,10.0,0.3
COC(=O)c1ccc(C23CC4(C2)[C@H](CN(C)[C@@H]4c2ccccc2)C3c2ccc(C(F)(F)F)cc2)cc1 (some centres undefined),-0.5,2.8,4.2,1.5,12.0,-3.0,-10.1,7.0,0.1
O=C(NNC(=O)c1sccc1-n1cccc1)Nc1ccc(F)cc1,0.2,-5.7,0.1,6.5,2.9,-6.3,-16.2,9.0,1.5
CCOCCCNC(=S)NCCCNc1nc2cc3c(cc2cc1C#N)OCO3,-0.3,-0.6,-0.8,17.1,-6.7,5.8,-12.4,-14.4,0.3
NS(=O)(=O)c1cc2c(cc1Cl)NC(C1CC3C=CC1C3)NS2(=O)=O (centres undefined),0.0,0.9,-0.1,-13.3,-6.9,-5.5,15.9,-1.2,0.6
O=C(C1CCCCC1)N1CCC(O)(c2ccc(Cl)cc2)CC1,-3.3,-2.8,2.4,5.0,5.9,-1.4,4.7,11.8,2.3
CC(=O)Nc1ccc(NC(=O)C(=O)N/N=C/c2cccnc2)cc1,-2.6,-5.6,1.2,-8.6,7.2,3.6,23.8,-5.7,0.9
CCN(CC)C(=O)n1nc(C)c(CN2C(=O)c3ccccc3C2=O)c1C,5.5,1.0,1.8,-1.0,-7.5,6.6,4.9,1.3,5.3
Cn1c(C(=O)Nc2ccc3c(c2)OCCO3)cc2c(=O)n(C)c3ccccc3c21,3.6,-13.6,4.2,6.0,10.1,-7.6,6.3,-0.5,16.2
Cc1ccc(CN2CCN(Cc3cnn(-c4ccc(F)cc4)c3)CC2CCO)o1 (centres undefined),-0.6,-1.7,0.1,-14.3,1.9,-1.2,13.1,2.1,0.5
CCN(CC)CCCNC(=O)c1cc(Cl)c(NC(=O)C2=C(C)OCCS2)cc1OC,-7.4,-0.2,0.9,-14.4,1.6,0.6,9.5,-5.3,1.1
Cc1ccc(CNC(=O)Cc2cccs2)cc1,-0.6,0.8,0.0,-3.6,6.0,9.5,14.9,-1.8,0.3
O=C(c1ccc(Cl)c([N+](=O)[O-])c1)N(Cc1ccc(F)cc1)C1CCS(=O)(=O)C1 (centres undefined),2.3,-15.2,3.9,-9.2,15.8,-15.0,4.6,-0.9,17.5
CC1CCCCN1CC(=O)c1c(N)n(Cc2ccccc2)c(=O)n(C)c1=O (centres undefined),-15.7,3.2,0.1,-12.8,1.3,1.1,11.8,1.8,0.0

# Already shown: an excerpt of the list.
SMILES,M5 ag,M5 PAM,M1 ag parental,CHO-K1 Ca antag,CHRM5 antagonist,M4 PAM,M1 PAM parental,M4 antag,CHRM4 agonist
CCN(CC)C(=O)n1nc(C)c(CN2C(=O)c3ccccc3C2=O)c1C,5.5,1.0,1.8,-1.0,-7.5,6.6,4.9,1.3,5.3
Cn1c(C(=O)Nc2ccc3c(c2)OCCO3)cc2c(=O)n(C)c3ccccc3c21,3.6,-13.6,4.2,6.0,10.1,-7.6,6.3,-0.5,16.2

# New compounds follow.
SMILES,M5 ag,M5 PAM,M1 ag parental,CHO-K1 Ca antag,CHRM5 antagonist,M4 PAM,M1 PAM parental,M4 antag,CHRM4 agonist
COc1ccc(S(=O)(=O)N2CCOCC2)cc1NC(=O)C1CCCN1C(=O)c1cccs1 (centres undefined),-1.1,7.0,2.8,-2.2,4.7,7.7,23.9,-5.2,1.3
O=C(Cc1ccccc1)NCCc1c[nH]c2ccccc12,1.2,3.3,1.1,-6.6,9.0,1.0,20.7,-5.5,-0.4
Cc1cc(NC(=O)c2noc3c2CCCC3)n(-c2ccccc2)n1,-0.6,1.5,-0.3,-3.7,-3.6,7.9,8.1,-4.7,-0.5
Cc1cc(C)c2cc(C(=O)N3CCC(N4CCCCC4)CC3)[nH]c2c1,-4.2,7.4,-0.1,1.0,-1.1,5.5,-3.5,-0.5,1.0
COC(=O)C1=NN(c2ccccc2)C2(S1)SC(C(C)=O)=C(C)N2c1ccccc1 (centres undefined),-9.2,13.4,-0.1,-1.8,-2.0,14.2,3.4,-2.1,-0.6
CCOC(=O)c1ccc(N(C(=O)c2cnccn2)C(C(=O)NC2CCCCC2)c2cn(C)nc2C)cc1 (centres undefined),-0.8,3.1,3.0,-8.4,-1.2,-2.7,-6.6,12.5,0.1
Cc1cc2nc(-c3ccncc3)cc(C(F)(F)F)n2n1,2.1,0.6,0.5,-3.0,-4.3,-0.1,1.0,-4.0,1.0
O=C(CN1CCN(S(=O)(=O)c2cc(C(F)(F)F)ccc2Cl)CC1)N1CCc2ccccc2C1,2.9,-7.1,1.9,-6.2,-2.1,-2.5,6.9,2.1,4.7
O=C(NCC(=O)N(c1ccccc1)C(C(=O)NCC1CCCO1)c1ccccc1)c1cccs1 (centres undefined),0.5,-2.7,5.1,-5.6,-0.4,-1.7,10.8,0.7,9.7
